Screens as filed in PubChem BioAssay.
PglD DTNB = inhibitors of Campylobacter jejuni PglD acetyltransferase. purified PglD enzyme, DTNB colorimetric CoA detection. inhibition, % at 12.5 µM. 360,000 tested, 0.098% active. AID 602405; in the data active = inhibition above about 16%, passing the limit was not always enough; inconclusive = no clear call, values can overlap the other calls; also: strong numbers were not always called active
SIRT5 inh = inhibitors of human sirtuin-5 desuccinylase | AID 652115 | inhibition, % at 15 µM | 330,000 tested, 1.1% active | Purified SirT5, succinyl-peptide AMC, trypsin-coupled fluorescence | Q9NXA8; in the data active = inhibition above about 15%; inconclusive = no clear call, values can overlap the other calls
Target sequence (Q9NXA8 whole entry, looked up): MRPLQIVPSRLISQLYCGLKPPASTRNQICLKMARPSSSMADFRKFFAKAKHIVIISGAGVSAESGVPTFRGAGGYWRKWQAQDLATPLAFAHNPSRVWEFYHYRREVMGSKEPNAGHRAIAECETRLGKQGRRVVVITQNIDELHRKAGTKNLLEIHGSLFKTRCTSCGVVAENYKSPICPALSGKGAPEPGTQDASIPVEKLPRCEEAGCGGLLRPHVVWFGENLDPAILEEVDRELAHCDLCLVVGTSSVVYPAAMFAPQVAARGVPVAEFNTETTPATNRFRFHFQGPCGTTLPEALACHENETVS
Statin myotox sup = suppression of simvastatin myotoxicity | AID 602340 | C2C12 myotubes + simvastatin, ATP luminescence, 48 h; scaled: DMSO 0, geranylgeraniol control 100 | rescue of ATP level, % at 7.49 µM | 330,000 tested, 0.78% active;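 active = mean ATP rescue above about 67%, or every replicate alone reaching that limit, limit read from the data, passing the limit was not always enough; inconclusive = no clear call, values can overlap the other calls; inactive = mean under the limit and some replicate under it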;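 also: myotubes were challenged with 10 µM simvastatin during compound exposure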
ERp5 block = ERp5 (human) disulfide isomerase inhibition; Q15084; 350,000 tested, 0.05% active; ERp5 insulin aggregation, absorbance 650 nm, 90 min; inhibition, % at 9.99 µM;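 active = mean replicate inhibition above about 25%, with every replicate also reaching it, limit read from the data, passing the limit was not always enough; inconclusive = only one of those two criteria met; inactive = neither criterion met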
E-selectin induc = induces E-selectin expression in human endothelial cells | P16581 | HUVEC E-selectin immunofluorescence imaging; normalized: neutral wells 0, TNF-alpha wells 100 | activation, % at 7.58 µM | 260,000 tested, 0.37% active;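 active = mean E-selectin-positive cell signal at least 10% of the positive control, reached in at least 60% of replicates, without over 20% cell loss; inconclusive = no rule given, readout overlaps actives, possibly toxicity-flagged; inactive = the rest, including those meeting only one limit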;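 also: in these data hits start at about 27%; measured in HUVEC primary endothelial cells; signal is the percent of cells scored E-selectin positive by PE staining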
Target sequence (P16581 whole entry, looked up): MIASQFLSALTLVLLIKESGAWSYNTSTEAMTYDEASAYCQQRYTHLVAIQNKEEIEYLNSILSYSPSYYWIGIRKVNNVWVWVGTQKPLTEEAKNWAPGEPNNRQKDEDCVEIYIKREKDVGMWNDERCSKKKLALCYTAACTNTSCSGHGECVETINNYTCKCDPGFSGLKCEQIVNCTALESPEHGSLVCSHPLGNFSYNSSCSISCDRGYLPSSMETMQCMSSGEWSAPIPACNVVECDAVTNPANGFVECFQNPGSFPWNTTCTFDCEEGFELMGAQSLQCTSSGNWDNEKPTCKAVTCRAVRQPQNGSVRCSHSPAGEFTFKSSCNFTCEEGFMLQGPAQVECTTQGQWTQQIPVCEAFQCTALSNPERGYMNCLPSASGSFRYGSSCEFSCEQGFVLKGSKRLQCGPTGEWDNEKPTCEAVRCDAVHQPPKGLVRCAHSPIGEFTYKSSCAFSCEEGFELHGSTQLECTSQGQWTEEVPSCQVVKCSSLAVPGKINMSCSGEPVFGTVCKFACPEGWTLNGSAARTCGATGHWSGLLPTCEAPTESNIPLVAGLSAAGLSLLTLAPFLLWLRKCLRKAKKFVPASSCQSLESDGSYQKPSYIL
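Assay system: HUVEC, human umbilical vein endothelial cells / Amount: 3,000 HUVEC/well / Controls: TNF-alpha positive control, DMSO neutral control / Compound dosing: single concentration / Medium: EGM-2 over gelatin coat / Evaluation: percent E-selectin-positive cells / Signal: immunofluorescence imaging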
S100A4 MyoIIA = inhibitors of human S100A4 binding to myosin IIA peptide; P26447; inhibition, % at 10.7 µM; AID 652163; 360,000 tested, 0.14% active; S100A4/TAMRA-MyoIIA peptide fluorescence polarization;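 active = mean inhibition of at least 70% across replicates, with every replicate also reaching that level; inconclusive = mean inhibition reaches 70% but some replicates fall short; inactive = mean inhibition below 70%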
Target sequence (P26447 whole entry, looked up): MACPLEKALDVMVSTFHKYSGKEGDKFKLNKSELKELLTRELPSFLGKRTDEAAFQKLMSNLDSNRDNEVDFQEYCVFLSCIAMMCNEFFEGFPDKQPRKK
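Test system: S100A4 monomer protein. Medium: HEPES buffer with Ca2+, pH 7.2. Reagent: fluorescent myosin IIA peptide, 5 nM. Compound dosing: single-point compound testing. Timing: 5 min between mix addition and reading. Benchmarks: DMSO neutral and TFP positive wells.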
DENV2 CPE rescue = DENV2-induced cell death inhibition; 350,000 tested, 1.7% active; DENV2-infected cells, cytopathic effect rescue, plate reader; CPE inhibition, % at 9.99 µM; in the data active = CPE inhibition above about 20%, passing the limit was not always enough; inconclusive = no clear call, values can overlap the other calls; tested in BHK-21 cells;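 also: 0% = median of neutral control wells and 100% = median of positive control wells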
Numbers without * were called inactive; ? = inconclusive; · = not tested or not shown.

Start of the data: the first 2 entries as a preview:
SMILES	PglD DTNB	SIRT5 inh	Statin myotox sup	ERp5 block	E-selectin induc	S100A4 MyoIIA	DENV2 CPE rescue
Cc1ccc(S(=O)(=O)N(C)C[C@H]2Oc3ccc(NC(=O)Cc4ccccc4)cc3C(=O)N([C@@H](C)CO)C[C@H]2C)cc1	1	2	10	-1	0.9	-2	-14
C[C@@H]1CN([C@H](C)CO)S(=O)(=O)c2ccc(/C=C/c3ccccc3)cc2O[C@@H]1CN(C)Cc1cccnc1	-2	5	-78	1	-0.1	9	-4

The whole of this part, from the first entry:
SMILES	PglD DTNB	SIRT5 inh	Statin myotox sup	ERp5 block	E-selectin induc	S100A4 MyoIIA	DENV2 CPE rescue
Cc1ccc(S(=O)(=O)N(C)C[C@H]2Oc3ccc(NC(=O)Cc4ccccc4)cc3C(=O)N([C@@H](C)CO)C[C@H]2C)cc1	1	2	10	-1	0.9	-2	-14
C[C@@H]1CN([C@H](C)CO)S(=O)(=O)c2ccc(/C=C/c3ccccc3)cc2O[C@@H]1CN(C)Cc1cccnc1	-2	5	-78	1	-0.1	9	-4
Cc1ccc(COc2coc(CN3CCN(C(=O)c4ccco4)CC3)cc2=O)cc1	3	0	5	-2	1.1	19	1
COc1ccc(OCCN2C(=O)c3ccccc3C2=O)c([N+](=O)[O-])c1	-4	2	4	2	-0.3	-1	7
C[C@H](CO)N1C[C@H](C)[C@H](CN(C)C(=O)Nc2ccc(C(F)(F)F)cc2)Oc2c(NC(=O)Nc3ccccc3)cccc2C1=O	0	3	-3	1	0.4	17	-9
Cn1nc(C(=O)N2CCN(c3cccc(Cl)c3)CC2)c2c1-c1ccccc1S(=O)(=O)C2	3	0	3	-1	·	12	-5
O=C(Nc1ccccc1-c1nnc(SCc2ccccc2Cl)o1)c1ccccc1	8	2	-3	2	·	1	·
CCn1ccnc1CNC(=O)c1ccc(OC2CCN(C(=O)COC)CC2)cc1	2	-2	30	3	0.2	-8	3
Clc1ccc(C2CC(c3cccs3)n3ncnc3N2)c(Cl)c1 (configuration not stated)	3	1	5	1	0.2	0	2
COc1cc(C(=O)NC2CC(C)CC(C)(C)C2)cc(OC)c1OC (configuration not stated)	-1	1	-19	4	0.4	-6	13
COCCN(C(=O)CCc1ccccc1OC)c1nnc(-c2cccnc2)s1	·	-2	0	1	·	-7	1
CCn1c(=O)c2cc(C(=O)N(C)c3cc(C)ccc3OC)sc2c2ccccc21	-3	0	12	-6	·	0	-1
Cc1nc(NC(=O)COC(=O)c2ccc(S(=O)(=O)N3CCc4ccccc4C3)cc2)c(Cl)cc1Cl	·	-2	·	1	·	8	-1
COc1ccc2c3c([nH]c2c1)[C@H](CO)N(C(=O)Nc1ccc(F)cc1)CC31CCN(S(C)(=O)=O)CC1	·	2	·	-1	0.2	-9	?
Cc1ccc(S(=O)(=O)N2CCN(C(=O)COC(=O)CNC(=O)c3ccc(Cl)cc3Cl)CC2)cc1	7	1	6	1	·	1	2
CCc1nc(SCC(=O)NCc2ccc(F)cc2)c2c(=O)n(C)c(=O)n(C)c2n1	-4	-1	-10	9	-0.1	3	-7
O=C(CSC1=NS(=O)(=O)c2cc(Cl)ccc2N1)NCc1ccc(F)cc1	·	3	5	-8	0.2	-4	-9
ON=Cc1ccnc2ccccc12	-5	4	11	2	·	-5	0
COC(=O)c1ccccc1NC(=O)Cc1nc(-c2ccccc2)sc1-c1ccc(C)cc1	·	3	·	-8	0.3	-13	8
CC(C)CNc1ncnc2c1ncn2[C@H]1CN(C2CCCC2)C[C@@H](CO)O1	11	·	7	3	-0.2	17	13
CCOC(=O)C1(CCOC)CCN(C2C3CC4CC(C3)CC2C4)CC1 (configuration not stated)	4	1	4	5	0.4	-3	4
CC(C)C(NC(=O)c1c(F)cccc1F)C(=O)NCC(c1ccccc1)N(C)C (configuration not stated)	7	·	2	3	0.5	-16	0
CC(=O)c1ccccc1NC(=O)COC(=O)C1CCCN1S(=O)(=O)c1ccccc1F (configuration not stated)	-7	-4	1	-2	0.5	-5	6
COCCCn1cc(C(=O)c2cc(Br)ccc2O)cc(C#N)c1=O	·	0	·	-2	·	6	1
COc1ccc([C@H]2C[C@H](O)[C@@H](n3cc(C4CC4)nn3)CN2C(=O)c2cccs2)cc1	-7	-2	-1	-8	0.6	1	-5
O=C(NCCc1ccccn1)/C(=C/c1ccco1)NC(=O)c1ccccc1	-2	-2	4	6	3.5	1	0
CC(=O)c1cccc(NC(=O)CNC(=O)c2sc3ccccc3c2Cl)c1	1	-2	9	-1	0.9	-5	0
CC(=O)c1ccc(OC(C)C)c(Cc2c(O)nc(N)[nH]c2=O)c1	·	-2	·	1	10	3	-4
Cc1ccc(-c2nn3c(C)nnc3s2)cc1NC(=O)c1ccc(OC(C)C)cc1	3	1	2	2	0.0	-1	4
O=C(CN1CCN(c2ccc(F)cc2)CC1)Nc1ccccc1[N+](=O)[O-]	·	6	·	5	0.0	-10	5
COc1ccc(-c2csc(NC(=O)CN3C(=O)CCC3=O)n2)cc1OC	·	-2	·	0	·	3	-1
O=C(CCC(=O)NCc1ccccc1)NCc1ccccc1	2	-1	1	-2	·	1	1
CN(C)N=C1c2cc(S(=O)(=O)N(C)C)ccc2-c2ccc(S(=O)(=O)N(C)C)cc21	3	0	-44	6	·	5	?
CCOc1ccc2[nH]c(SCC(=O)OC)c([N+](=O)[O-])c2c1	·	-1	·	1	·	3	-9
CCOc1ccccc1N(CC(=O)Nc1ccccc1Br)S(=O)(=O)c1ccccc1	6	·	1	3	0.2	-11	0
O=C(Nc1ncccn1)c1cccc(F)c1	5	-3	1	3	·	-5	5
Cc1noc(C)c1NC(=O)Nc1ccc2c(c1)C(=O)N([C@H](C)CO)C[C@@H](C)[C@@H](CN(C)Cc1ccc(Cl)c(Cl)c1)OCCCC[C@H](C)O2	-3	-2	·	-1	-0.1	6	9
O=C(Oc1ccccc1C(=O)Nc1ccccc1)c1ccc(Br)c([N+](=O)[O-])c1	·	-1	·	4	·	-2	-9
COc1ccc(CCNC(=O)[C@@]2(Sc3ccc(C)cc3)CC(=O)N(C3CCCCC3)[C@@H]2c2ccc(CO)cc2I)cc1	-2	-1	·	1	·	11	-3
CO[C@@H]1CN(C)C(=O)c2cc(NC(=O)NC(C)C)ccc2OC[C@@H](C)N(C(=O)C2CCC2)C[C@H]1C	1	0	-1	-2	0.0	-1	5
COC(=O)[C@]1(C)N[C@H](CN(C)S(=O)(=O)c2ccc(C(C)(C)C)cc2)[C@@H]2C(=O)N(C)C(=O)[C@@H]21	-1	-2	12	4	·	-5	-7
O=C1C(Cc2ccccc2)C(c2ccccc2)N1c1ccccc1 (configuration not stated)	-2	0	-2	-2	·	-1	·
O=C1C[C@H](NC(=O)OCc2ccccc2)CO1	1	-3	-2	1	·	6	1
Cc1c(/C(O)=C2\C(=O)C(=O)N(CCN(C)C)C2c2ccccc2)cnn1-c1ccccc1 (configuration not stated)	0	-3	·	·	·	3	-2
O=C(NC1CCCCC1)C1c2ccccc2OCC(=O)N1CC(F)(F)F (configuration not stated)	·	-3	·	-3	2.0	-3	?
COc1ccccc1-c1ccccc1[C@@H]1[C@@H](CO)N(C(=O)C2CC2)[C@H]1C#N	·	-2	·	-4	-0.1	3	10
COc1ccc(OCC(=O)N2CCN(c3nnc(-c4ccc(C)cc4)c4ccccc34)CC2)cc1	-6	4	12	-2	-0.1	1	-9
COc1ccc(OCC(O)CN(C)C(=O)C(C)Oc2ccccc2)cc1 (configuration not stated)	4	-1	5	3	0.0	-5	-5
O=C(NCC[C@@H]1CC[C@@H](NC(=O)C2CCC2)[C@@H](CO)O1)c1cnccn1	-5	3	14	1	-0.3	6	-3
Cc1ccc(C)c(OCCCCn2cnc3ccccc3c2=O)c1	-2	0	·	-3	·	-3	3
CN(C)C(=O)OCC1COc2ccccc2O1 (configuration not stated)	-2	0	1	-2	-0.3	-1	-1
CC(=O)Nc1ccc2c(c1)C(N1CC3CCC(CC3)C1)c1ccccc1-2 (configuration not stated)	-1	-2	-1	2	0.1	-6	1
COc1ccc(S(=O)(=O)N(C)C[C@H]2Oc3c(NC(=O)Nc4cccc5ccccc45)cccc3C(=O)N([C@H](C)CO)C[C@@H]2C)cc1	1	5	·	-3	·	9	-4
O=C(/C=C/c1ccco1)Nc1ccccc1N1CCOCC1	·	·	·	-3	·	-1	0
COc1ccc(C(=O)NC(C(=O)NCC2CCCO2)C(C)C)cc1 (configuration not stated)	-1	-2	-1	3	0.2	1	4
CCN(CC)S(=O)(=O)c1ccc(NC2CCN(Cc3ccccc3)CC2)nc1	2	-5	3	1	·	3	1
COc1ccc(S(=O)(=O)CCC(=O)Nc2c(C)cccc2C)cc1	4	2	-4	6	0.2	4	0
C=CCNc1nc2c(c(=O)n(C)c(=O)n2C)n1CC	3	-2	-3	1	2.5	-2	5
CC(C)C#Cc1ccc([C@H]2[C@H](CO)N3C(=O)CN(C(=O)c4ccccn4)C[C@@H]23)cc1	·	-3	·	3	0.1	12	-5
COc1ccc(NCc2ccsc2)cc1	-3	-2	3	4	2.6	-1	3
More entries follow.
SMILES	PglD DTNB	SIRT5 inh	Statin myotox sup	ERp5 block	E-selectin induc	S100A4 MyoIIA	DENV2 CPE rescue
O=[N+]([O-])c1ccc(N/N=C\c2ccccc2OCc2ccccc2)cc1	·	-4	·	1	·	5	4
O=C(CSc1ccc(-c2ccccn2)nn1)Nc1nccs1	·	-1	·	0	·	-1	-1
O=[n+]1c2c(n([O-])c3cc(Br)ccc31)CCCC2	3	-4	·	-2	·	4	9
O=C(CN1C(=O)NC(CCc2ccccc2)C1=O)Nc1ccc(F)c(F)c1F (configuration not stated)	2	-3	1	4	·	-3	-10
CC1(C(=O)NCc2ccccc2)CSCC(=O)N1CC(F)(F)F (configuration not stated)	·	1	·	0	0.3	1	4
CC=Cc1ccc2n(c1=O)C[C@H]1[C@H](CO)[C@@H](C(=O)NCCCN(C)C)[C@@H]2N1C(=O)c1ccccc1F (mixture of isomers)	0	-10	-1	0	0.0	-4	-1
COC(=O)[C@]12CCCCC=C1N(Cc1ccc(Cl)cc1Cl)C(=O)[C@H](CC(=O)NCCc1ccccc1OC)C2	·	11	·	11	-0.1	-1	?
CC(=O)N1[C@H](CO)[C@@H](c2ccc(C3=CCCCC3)cc2)[C@@H]1CNC(=O)CN(C)C	-1	-1	-17	6	-0.2	3	22*
Cc1ccc2nc(SCC3CCCCO3)[nH]c2c1 (configuration not stated)	·	-4	-7	1	·	-10	2
CN(C)C(=O)c1cn(-c2ccccc2)c(=O)c2ccccc12	-3	-2	-9	-1	·	2	·
CNC(=O)[C@H](C)[C@@H]1C[C@@]1(C)[C@@H](NC(=O)OCc1ccccc1)c1ccccc1	-5	·	0	-6	0.0	4	4
Cc1oc(CN2CCOCC2)cc1C(=O)O	·	4	-8	1	·	5	0
CCCCS(=O)(=O)Nc1ccc2ncn(C)c(=O)c2c1	3	-4	14	0	·	4	-4
CCc1ccc(N(C(=O)c2csnn2)C(C(=O)NC2CCCCC2)c2ccncc2)cc1 (configuration not stated)	8	-1	5	6	·	-6	-9

Some of these compounds in order of SMILES length, rising.
SMILES	PglD DTNB	SIRT5 inh	Statin myotox sup	ERp5 block	E-selectin induc	S100A4 MyoIIA	DENV2 CPE rescue
CN(C)C(=O)c1cn(-c2ccccc2)c(=O)c2ccccc12	-3	-2	-9	-1	·	2	·
COc1ccc(OCC(=O)N2CCN(c3nnc(-c4ccc(C)cc4)c4ccccc34)CC2)cc1	-6	4	12	-2	-0.1	1	-9
Cc1ccc(S(=O)(=O)N2CCN(C(=O)COC(=O)CNC(=O)c3ccc(Cl)cc3Cl)CC2)cc1	7	1	6	1	·	1	2

An excerpt (hit frequency here may not be typical).
